# Statin myotox sup = suppressors of simvastatin-induced myotoxicity in C2C12 myotubes | ATP luminescence, 48 h; scaled: DMSO 0, geranylgeraniol control 100 | rescue of ATP level, % at 7.49 µM | hit rate 0.78% among 330,000 | AID 602340;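 active = mean ATP rescue above about 67%, or every replicate alone reaching that limit, limit read from the data, passing the limit was not always enough; inconclusive = no clear call, values can overlap the other calls; inactive = mean under the limit and some replicate under it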;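 also: myotubes were challenged with 10 µM simvastatin during compound exposure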
# Cneo AK release = causes C. neoformans cell lysis; adenylate kinase release luminescence, 4 h; normalised: neutral wells 0, clomiphene wells 100; lysis activity, % at 15 µM; hit rate 0.2% among 360,000;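 active = mean lysis activity across replicates of at least 80%, whatever share of replicates individually reach that level; inactive = mean lysis activity below 80%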
#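 Material – Cryptococcus neoformans yeast cells · Quantity – 5 × 10^6 yeast cells/mL · Buffer or medium – YPD medium · Compound – single dose · Timing – 4 h static compound exposure, 37 °C, read 1 h post-reagent · Signal – adenylate kinase release luminescence · Read-out basis – lysis from increased AK signal · Benchmarks – Clomiphene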
# SIRT5 inh = blocks human SIRT5 desuccinylation of peptide; Q9NXA8; Purified SirT5, succinyl-peptide AMC, trypsin-coupled fluorescence; inhibition, % at 15 µM; hit rate 1.1% among 330,000; in the data active = inhibition above about 15%; inconclusive = no clear call, values can overlap the other calls
# Target sequence (Q9NXA8 whole entry, looked up): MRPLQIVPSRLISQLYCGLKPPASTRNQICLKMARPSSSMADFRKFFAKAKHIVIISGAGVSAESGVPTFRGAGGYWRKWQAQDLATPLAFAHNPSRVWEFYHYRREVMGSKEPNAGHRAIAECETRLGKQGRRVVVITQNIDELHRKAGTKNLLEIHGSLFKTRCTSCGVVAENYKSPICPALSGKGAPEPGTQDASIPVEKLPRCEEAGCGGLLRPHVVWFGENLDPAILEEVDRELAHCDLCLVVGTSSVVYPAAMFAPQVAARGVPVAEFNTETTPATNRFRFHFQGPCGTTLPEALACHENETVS
# miR-122 sensor = blocks miR-122 activity in Huh7 sensor cells; activation (reporter increase), % at 12.5 µM; hit rate 0.3% among 340,000; Huh7 miR-122 Renilla luciferase sensor, 48 h; neutral wells = 0, positive control = 100; AID 602342;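 active = mean replicate activation score at least 90 and every replicate individually at or above 90; inconclusive = only one of the two criteria met; inactive = neither criterion met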;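 also: higher luciferase means less miR-122 activity so hits act as miR-122 inhibitors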
# ARNT TACC3 PPI = ARNT/TACC3 interaction disruption. AlphaScreen His-ARNT PAS-B/GST-TACC3 binding, luminescence; TACC3 fragment carries E629A point mutation. hit rate 0.66% among 390,000. inhibition, % at 9.99 µM. AID 623870. Q9Y6A5;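 active = mean inhibition of replicates at least 50% and at least half of replicates each reaching 50%; inconclusive = half or more replicates reach 50% but mean below 50%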;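 also: 0% = complete ARNT plus TACC3 wells and 100% = ARNT alone without TACC3; many hits fall short of the cut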
# esBAF inh = SWI/SNF esBAF complex inhibition. reporter increase, % at 12.5 µM. mouse ES cells, Bmi1-luciferase knock-in reporter, 24 h; 100% = twice the neutral-well signal. hit rate 2% among 350,000; in the data active = activation above about 40%; inconclusive = no clear call, values can overlap the other calls;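 also: 0% = median of the plate's neutral control wells and 100% = double that signal; a rise in the Bmi1 reporter signal indicates esBAF inhibition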
# ERp5 block = ERp5 (human) disulfide isomerase inhibition. inhibition, % at 9.99 µM. hit rate 0.05% among 350,000. ERp5 insulin aggregation, absorbance 650 nm, 90 min;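 active = mean replicate inhibition above about 25%, with every replicate also reaching it, limit read from the data, passing the limit was not always enough; inconclusive = only one of those two criteria met; inactive = neither criterion met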
# Target sequence (Q15084 whole entry, looked up): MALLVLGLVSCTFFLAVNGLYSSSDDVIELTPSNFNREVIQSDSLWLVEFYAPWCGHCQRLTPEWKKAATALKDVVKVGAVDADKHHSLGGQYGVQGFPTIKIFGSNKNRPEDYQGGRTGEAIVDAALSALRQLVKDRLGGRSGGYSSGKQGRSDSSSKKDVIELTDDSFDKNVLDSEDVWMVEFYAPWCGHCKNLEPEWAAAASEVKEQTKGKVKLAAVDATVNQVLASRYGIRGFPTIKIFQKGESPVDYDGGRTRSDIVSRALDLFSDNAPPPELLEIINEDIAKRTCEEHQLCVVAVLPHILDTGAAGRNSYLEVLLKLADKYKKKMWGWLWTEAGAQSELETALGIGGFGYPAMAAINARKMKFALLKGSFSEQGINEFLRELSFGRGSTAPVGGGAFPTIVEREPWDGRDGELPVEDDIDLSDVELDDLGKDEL
# Starred values were filed as active, the others as inactive; ? = inconclusive; nt = not tested or not shown; [ ] = another dose, or the depositor's remark.
SMILES,Statin myotox sup,Cneo AK release,SIRT5 inh,miR-122 sensor,ARNT TACC3 PPI,esBAF inh,ERp5 block
Cc1cc(C(=O)COC(=O)Cn2cnc3c2c(=O)n(C)c(=O)n3C)c(C)n1C,7,7,nt,-3,5,-4,nt
COc1ccc(CN(C(=O)c2cc(=O)c3ccccc3o2)C2CCS(=O)(=O)C2)cc1OC (configuration not stated),6,0,-7,nt,-1,-2,1
CCOc1cc(CNCc2cccs2)ccc1OCC(=O)NC(C)(C)C,-3,30,nt,-13,-2,4,nt
CCCSc1nnc(CN2CCOCC2)n1C,111*,0,nt,-8,-2,-1,nt
Nc1cc2c(cc1Cl)-c1ccccc1C2,0,-1,-2,5,-2,108*,-3
CCOC(=O)C1(C)/C(=N/Nc2ccccc2OC)C(=O)C(=O)N1c1ccccc1 (configuration not stated),7,nt,0,-3,5,-5,-1
COc1cccc(CNc2nnnn2C)c1OC,-3,0,-2,3,-10,-10,2
COc1ccccc1/C=C(/CC(=O)NCc1ccc(F)cc1)c1nc2ccccc2s1,nt,nt,2,nt,-9,nt,1
O=C(NCc1ccco1)[C@@H]1CSC2c3ccccc3C(=O)N21 (some centres not stated),nt,1,nt,-2,-1,-4,nt
O=C(COC(=O)C12CC3CC(CC(C3)C1)C2)Nc1ncc(Cl)cc1Cl,-1,-3,nt,1,-10,0,nt
O=C(NCCc1ccccc1F)C1CCCN(c2nc3ccccc3s2)C1 (configuration not stated),24,0,-1,-7,-4,13,5
Cc1ccc(C)c(Cn2nnc3c(=O)[nH]c(C4CCCN(C(=O)c5cccs5)C4)nc32)c1 (configuration not stated),11,2,-5,3,6,-2,5
O=C(NC(=S)NCc1ccccc1)c1cccc([N+](=O)[O-])c1,-3,37,5,11,9,2,1
S=C(NCc1ccccc1)Nc1cccc2ccccc12,nt,5,-2,58,nt,nt,0
CCSc1nc2sc3c(c2c(=O)n1CC)CCC3,-5,4,0,-7,-8,4,1
Nc1nc(SCC(=O)Nc2ccc(Br)cc2F)n[nH]1,1,2,nt,-1,0,0,nt
Cc1ccc(C(C(=O)NC2CCCCC2)N(CC2CCCO2)C(=O)CNC(=O)c2cccs2)cc1 (configuration not stated),2,1,nt,-2,-1,-3,nt
CN(C)C(=O)C[C@H]1C[C@@H]2c3cc(NC(=O)C4CCOCC4)ccc3O[C@@H]2[C@@H](CO)O1,-7,-2,-1,-1[16.7 µM],-3,-2,-4
CCOC(=O)N1CCN(C(=O)COc2ccc3c(c2)C(=O)CC(C)(C)O3)CC1,-2,nt,-9,-11,-8,-6,0
Cc1ccc(/C(O)=C2\C(=O)C(=O)N(CC(C)O)C2c2cccc(F)c2)cc1 (configuration not stated),nt,-5,nt,1,-9,6,nt
Cc1ccc(S(=O)(=O)NCCNC(=O)c2cc(OCC(F)(F)F)ccc2OCC(F)(F)F)cc1,-14,-3,nt,-3,-1,9,nt
C=C1C(=O)OC2C=C(CO)C3OC3C3OC3(C)CC(OC(=O)/C(=C/C)COC(C)=O)C12 (configuration not stated),nt,nt,-2,45,-27,nt,-4
Nc1cc(Cl)ccc1N1C(=O)CCC1=O,4,1,-3,nt,0,0,-2
COc1ccc(NC(=O)N(C)C[C@@H]2Oc3ccc(NC(=O)CCCCCC(=O)Nc4ccccc4N)cc3CC(=O)N([C@H](C)CO)C[C@H]2C)cc1,-3,-2,nt,-1[16.7 µM],3,7,14
O=C(NCCc1ccccc1)c1cc([N+](=O)[O-])ccc1N1CCOCC1,1,9,-2,nt,-3,-3,-2

# (list continues)
SMILES,Statin myotox sup,Cneo AK release,SIRT5 inh,miR-122 sensor,ARNT TACC3 PPI,esBAF inh,ERp5 block
COc1ccc(/C=N/NC(=O)CSc2ccccn2)cc1OC,nt,-5,-5,-1,2,nt,4
CCOC(=O)C1=C(O)/C(=C/c2ccc(OCC(=O)Nc3ccc(C)cc3)cc2)N=C1C,nt,-1,-2,nt,3,nt,1
Cc1cnn(C(=S)NCC2CCCO2)c1 (configuration not stated),-6,-4,nt,-4,33,-1,nt
C[C@@H]1CN([C@@H](C)CO)C(=O)Cc2cc(NC(=O)C3CC3)ccc2O[C@@H]1CN(C)S(=O)(=O)c1cccs1,-17,-4,1,1[16.7 µM],nt,9,7
C[C@H]1CN([C@@H](C)CO)C(=O)c2cc(-c3ccccc3F)cnc2O[C@@H]1CN(C)C(=O)NC1CCCC1,8,2,-1,-19[16.7 µM],-5,-2,-1
CN(C)S(=O)(=O)c1cccc(C(=O)NCc2ccco2)c1,5,nt,nt,-1,-2,4,nt
CCCn1nnc(NC(=O)c2ccco2)n1,7,9,-3,-4,14,4,-1
CCCn1c(SCC(=O)NCC2CCCO2)nc2c1c(=O)n(C)c(=O)n2C (configuration not stated),-2,-3,0,-7,-4,-2,3
N[C@@H](Cc1ccccc1)c1nnc(SCc2ccccc2F)o1,15,1,nt,10,-13,-3,nt
CCOc1cc(/C=C2\SC(=Nc3ccccc3)N(c3ccccc3)C2=O)ccc1OCC(=O)O,nt,nt,6,nt,8,nt,-8
CCOC(=O)CC(=O)CSc1nc2nc(C)cc(C)n2n1,8,-2,nt,-5,6,-4,nt
CNC(=O)CSc1nc2cccnc2n1-c1ccc(F)cc1,5,5,-4,-1,-1,1,7
O=C(Cc1ccc(Br)cc1)Nc1cccc(Cl)c1,nt,nt,-4,6,-2,nt,11
Nc1cnc(Nc2ccc(Br)cc2)nc1N,-5,-4,-2,nt,1,53*,-2
O=C(CCN1CCCCC1)N[C@@H]1CC[C@@H](CCn2cc(-c3cccc(F)c3)nn2)O[C@H]1CO,0,0,-1,nt,-1,5,-6
CCC(=O)N(Cc1ccco1)c1nc(-c2ccc(OC)cc2)cs1,-7,-2,nt,nt,-2,8,nt
Cc1cnc(C(=O)OCC(=O)NC(=O)c2ccccc2)cn1,0,-1,0,nt,-3,-2,1
CCNC(=O)C[C@H]1CC[C@H](NC(=O)C2CCC2)[C@@H](CO)O1,-2,-1,-3,nt,0,0,0
COc1ccccc1NC(=O)CC12CC3CC(CC(Br)(C3)C1)C2,57,1,-7,0,nt,3,-5
O=C(/C=C/NCc1cccnc1)c1ccc(Br)cc1,nt,nt,1,nt,-3,nt,-2
Cc1ccc(C(=O)OCC(=O)N2CCC(Cc3ccccc3)CC2)cc1N,4,0,-2,3,-2,-3,0
CC(C)C#Cc1cnc2c(c1)C(=O)N([C@H](C)CO)C[C@H](C)[C@H](CN(C)C(=O)c1cccc(F)c1)O2,0,3,-2,-2[16.7 µM],-7,-6,0
COc1cc(OC)c2ccc(=O)oc2c1C(CCN1CCN(c2ccccc2)CC1)c1ccc(N(C)C)cc1 (configuration not stated),22,1,nt,-2,12,-3,-6
Cc1ccc(CC2C(=O)N(c3ccccc3)C(=O)C2C)cc1 (configuration not stated),-4,1,3,3,-3,-2,-1
COC(=O)c1oc2c(c1C)C(=O)CCC2,nt,1,-5,0,nt,nt,5

# Pulled by structure from above:
SMILES,Statin myotox sup,Cneo AK release,SIRT5 inh,miR-122 sensor,ARNT TACC3 PPI,esBAF inh,ERp5 block
COC(=O)c1oc2c(c1C)C(=O)CCC2,nt,1,-5,0,nt,nt,5
Cc1ccc(C(=O)OCC(=O)N2CCC(Cc3ccccc3)CC2)cc1N,4,0,-2,3,-2,-3,0
CCNC(=O)C[C@H]1CC[C@H](NC(=O)C2CCC2)[C@@H](CO)O1,-2,-1,-3,nt,0,0,0

# Next part
SMILES,Statin myotox sup,Cneo AK release,SIRT5 inh,miR-122 sensor,ARNT TACC3 PPI,esBAF inh,ERp5 block
COc1cc(/C=N/N=C(/N)c2nonc2N)cc(Br)c1OCc1cccc(C)c1,-22,8,nt,5,1,2,nt
COC(=O)CN1C(=O)C(C)(C)Oc2ccc(C(=O)Nc3ccccc3F)cc21,5,-8,-2,nt,nt,12,-3
C=Cc1ccc(CN2CCCN(Cc3ccc(Cl)cc3)S2(=O)=O)cc1,-3,0,0,-5,-1,-1,4
CC1CCN(S(=O)(=O)N2CCC(C(=O)NC3CCCC3)CC2)CC1,nt,nt,0,nt,-9,nt,3
COc1ccc2[nH]c(C(=O)NCc3ccccc3)cc2c1,nt,nt,0,nt,-2,nt,2
O=C(CNC(=O)c1ccccc1F)N/N=C/c1ccc2c(c1)OCO2,-1,-1,-8,0,-2,?,3
COc1ccc(NC(=O)c2c(-c3c(Cl)cccc3Cl)noc2C)c(OC)c1,-21,-4,0,-3,-2,-6,2
COC(=O)C1(c2ccccc2)NC(c2cccs2)C2C(=O)N(c3ccccc3)C(=O)C21 (configuration not stated),13,-2,nt,-5,3,-8,nt
COc1ccc(OC)c(NC(=O)c2oc3ccccc3c2NC(=O)C2CC2)c1,-20,-4,7,nt,0,-8,4
O=S(=O)(c1ccccc1)N(Cc1nc(-c2ccccc2)no1)C1CCCCC1,28,4,nt,14,-6,7,nt
CCOC(=O)c1ccccc1NC(=O)Cc1ccc(S(=O)(=O)N2CCCC2)s1,12,-1,10,nt,-3,-5,2
Cc1ccc(S(=O)(=O)CCC(=O)OC(C)C(=O)c2c(C)[nH]c3ccccc23)cc1 (configuration not stated),nt,nt,-6,nt,-6,nt,-1
C[C@H]1CN([C@@H](C)CO)C(=O)c2cc(NC(=O)C3CC3)ccc2O[C@H]1CN(C)C(=O)NC1CCCCC1,-3,-1,-1,-9[16.7 µM],-14,8,6
COc1ccc(-c2cc(NC(C)=O)c3ncc(-c4cccc(C(F)(F)F)c4)n3c2)c(OC)c1,-8,-1,nt,-1,nt,-4,3
Cc1nc(C(F)(F)F)c(C(=O)N=CN(C)C)s1,nt,nt,12,nt,-2,nt,-2
O=C(c1ccccc1F)N1C[C@@H]2[C@H](c3ccccc31)[C@@H](CO)N2C(=O)c1ccccc1,-1,-1,-1,-10[16.7 µM],-5,-3,1
CC(C)(C)C(C(=O)O)N1CCS(=O)(=O)CC1 (configuration not stated),nt,nt,-1,-4,5,nt,-5
CNC[C@@H]1Oc2ncc(/C=C/c3ccccc3)cc2C(=O)N([C@@H](C)CO)C[C@@H]1C,-7,4,-9,-9[16.7 µM],13,1,-2
COc1ccc(CCn2cnc(=O)c(C#N)c2C)cc1OC,3,nt,1,26,-27,-1,2
CCNS(=O)(=O)c1ccc(CCC(=O)NCc2ccc(C)cc2)cc1,-2,1,-2,5,-1,-2,-4
CC(=O)C1=C(C)NC(C)=C(C(C)=O)C1c1ccccc1,nt,nt,0,nt,-15,nt,2
CCOC(=O)C1(NC(=O)C2(N3C(=O)c4ccccc4C3=O)CCCC2)CCCC1,1,3,0,-4,-4,2,5
CCOC(=O)c1c(S(=O)(=O)NCC(=O)NCc2ccccc2Cl)c(C)n(C)c1C,21,-2,0,6,2,-4,-2
COc1ccccc1OCC(O)Cn1c(=N)n(CCN2CCCCC2)c2ccccc21 (configuration not stated),-57,nt,10,-15,3,-33,-8
Fc1ccc(/C=C\c2nccc3c2[nH]c2ccccc23)cc1,-25,-7,-1,4,-7,12,3

# More results:
SMILES,Statin myotox sup,Cneo AK release,SIRT5 inh,miR-122 sensor,ARNT TACC3 PPI,esBAF inh,ERp5 block
CC(C)NC(=O)N(C)C[C@H]1Oc2ncc(-c3cccc(C#N)c3)cc2C(=O)N([C@@H](C)CO)C[C@@H]1C,7,1,-5,-4[16.7 µM],1,4,-1
CSc1ccccc1-n1nnnc1SCC(=O)Nc1ccccc1C,60,-3,nt,4,7,3,nt
O=C(N/N=C/c1cccc(OC(=O)N2CCOCC2)c1)c1cccs1,-6,nt,nt,-5,0,18,nt
Cn1cc([N+](=O)[O-])c(C(=O)NC2CCCC2)n1,-3,0,1,nt,nt,-4,9
Cc1c(N)cc(C(=O)N2CCOCC2)cc1[N+](=O)[O-],nt,-2,nt,4,-4,nt,nt
CCOC(=O)Cc1csc(NS(=O)(=O)c2ccc(Br)cc2)n1,-5,nt,-1,-7,-5,-4,-11

# Screens from PubChem.
